# Source: PubChem
# RAD52 inh – RAD52 DNA annealing inhibitors, primary screen, biochemical, FRET, single point, set 2 | inhibition, % at 18.7 µM | recombinant RAD52 DNA annealing, FRET fluorescence | AID 651710, 2012 | 360,000 tested, 0.46% active;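 active = every replicate showing at least 50% inhibition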
# Target sequence (P43351 whole entry, looked up): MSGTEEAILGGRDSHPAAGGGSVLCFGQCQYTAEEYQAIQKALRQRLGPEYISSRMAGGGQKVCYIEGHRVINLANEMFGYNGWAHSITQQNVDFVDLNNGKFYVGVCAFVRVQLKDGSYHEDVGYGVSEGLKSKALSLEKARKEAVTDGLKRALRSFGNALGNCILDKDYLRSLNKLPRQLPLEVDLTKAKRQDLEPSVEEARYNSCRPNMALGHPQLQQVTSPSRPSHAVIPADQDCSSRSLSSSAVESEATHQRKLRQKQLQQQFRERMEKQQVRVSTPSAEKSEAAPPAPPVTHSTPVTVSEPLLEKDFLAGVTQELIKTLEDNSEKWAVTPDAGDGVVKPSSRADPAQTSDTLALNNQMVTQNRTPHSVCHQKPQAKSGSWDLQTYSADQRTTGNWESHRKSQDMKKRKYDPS
# Cneo AK release – Cryptococcus neoformans cell lysis inducers, primary screen, AK release luminescence, single concentration; C. neoformans lysis, adenylate kinase release luminescence, 4 h; normalised: neutral wells 0, clomiphene wells 100; AID 651654, 2012; lysis activity, % at 15 µM; 360,000 tested, 0.2% active;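 active = mean lysis activity across replicates of at least 80%, whatever share of replicates individually reach that level; inactive = mean lysis activity below 80%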
#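 Assay system: Cryptococcus neoformans yeast cells / Dosing: single-point compound dose / Timing: 4 h at 37 °C static, read 1 h later / Measured by: luminescence of released adenylate kinase using an AK detection reagent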
# miR-122 sensor – miR-122 Renilla sensor signal increase in Huh7, primary screen, miR-122 inhibitor project, cell-based, single point, plate reader | activation (reporter increase), % at 12.5 µM | Huh7 miR-122 Renilla luciferase sensor, 48 h; neutral wells = 0, positive control = 100 | 340,000 tested, 0.3% active;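 active = mean replicate activation score at least 90 and every replicate individually at or above 90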;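 note: higher luciferase means less miR-122 activity so hits act as miR-122 inhibitors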
# ERAP1 HTS inh – human ERAP1 aminopeptidase inhibitors, primary screen, biochemical, single point, plate reader; recombinant ERAP1, Leu-AMC fluorescence, 60 min; inhibition, % at 10.7 µM; 340,000 tested, 0.15% active; AID 652197, 2013;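 active = mean replicate inhibition of at least 30%, or all replicates individually reaching that 30% level; inactive = mean below 30% and not every replicate reaching it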;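 note: 0% = neutral control wells and 100% = L-leucinethiol positive control wells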
# PGC1a acetyl inh – inhibitors of PGC1a acetylation signal, primary screen, cell-based, U2OS, AlphaScreen, inhibitor mode. AlphaScreen anti-acetyl-lysine; with virally co-expressed GCN5 acetyltransferase. inhibition, % at 15.6 µM. 350,000 tested, 0.17% active;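 active = every replicate shows inhibition of at least 40%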;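 note: 0% = neutral control wells and 100% = positive control wells; some results beyond the cut were filed as inactive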
# E-sel inducer – E-selectin induction in HUVECs, primary screen, imaging, HUVEC, immunofluorescence imaging, single point; normalized: neutral wells 0, TNF-alpha wells 100; AID 686992, 2013; 260,000 tested, 0.37% active; activation, % at 7.58 µM;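 active = mean E-selectin-positive cell signal at least 10% of the positive control, reached in at least 60% of replicates, without over 20% cell loss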;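 note: in these data hits start at about 27%; measured in HUVEC primary endothelial cells; signal is the percent of cells scored E-selectin positive by PE staining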
# Target sequence (P16581 whole entry, looked up): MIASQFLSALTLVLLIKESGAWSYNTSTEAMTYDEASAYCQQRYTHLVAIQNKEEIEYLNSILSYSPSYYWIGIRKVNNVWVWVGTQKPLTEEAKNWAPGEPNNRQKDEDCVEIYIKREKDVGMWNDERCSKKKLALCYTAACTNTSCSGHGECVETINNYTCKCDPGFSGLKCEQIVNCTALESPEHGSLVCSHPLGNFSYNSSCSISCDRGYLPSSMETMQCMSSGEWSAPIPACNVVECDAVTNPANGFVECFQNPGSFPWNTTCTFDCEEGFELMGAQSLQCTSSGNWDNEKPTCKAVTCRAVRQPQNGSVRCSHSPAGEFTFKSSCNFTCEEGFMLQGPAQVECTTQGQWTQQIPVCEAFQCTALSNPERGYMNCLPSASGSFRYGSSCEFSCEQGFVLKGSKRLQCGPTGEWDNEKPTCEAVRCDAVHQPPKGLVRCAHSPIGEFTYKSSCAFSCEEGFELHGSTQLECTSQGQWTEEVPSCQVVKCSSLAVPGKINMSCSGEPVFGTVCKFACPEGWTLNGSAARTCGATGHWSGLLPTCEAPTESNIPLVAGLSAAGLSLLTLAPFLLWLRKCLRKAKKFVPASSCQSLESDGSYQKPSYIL
#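 System: HUVEC / Compound: single concentration / Signal: immunofluorescence imaging / Read-out: percent E-selectin-positive cells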
# PglD inh – C. jejuni PglD acetyltransferase inhibitors, primary screen, biochemical, DTNB colorimetric, single point; UDP-N-acetylbacillosamine N-acetyltransferase PglD (Campylobacter jejuni); purified PglD enzyme, DTNB colorimetric CoA detection; inhibition, % at 12.5 µM; 360,000 tested, 0.098% active; AID 602405, 2012; in the data active = inhibition above about 16%, passing the limit was not always enough; note: strong numbers were not always called active
# RAD54 inh – inhibitors of human RAD54 branch migration, primary screen, biochemical, fluorescence, single point; 360,000 tested, 0.14% active; DNA repair and recombination protein RAD54-like (Homo sapiens), Q92698; RAD54 Holliday junction branch migration, FAM/BHQ fluorescence; inhibition, % at 10.4 µM;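 active = mean normalized replicate activity at least 40 and at least half of replicates scoring 40 or more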;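 note: 0% = median of neutral control wells and 100% = median of positive control wells; inhibitors cause a drop in the FAM fluorescence signal; in these data hits start at about 50%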
# Numbers without * were called inactive; . = not tested or not shown; & = joins results of further samples; [ ] = another dose, or the depositor's remark.
compound	RAD52 inh	Cneo AK release	miR-122 sensor	ERAP1 HTS inh	PGC1a acetyl inh	E-sel inducer	PglD inh	RAD54 inh
C[C@H](CO)N1C[C@H](C)[C@@H](CN(C)C(=O)c2ccncc2)OCCCC[C@H](C)Oc2ccc(NS(=O)(=O)c3cccs3)cc2C1=O	-7	7	1[16.7 µM]	1	9	0.3	-1	-6
Cc1ccc(C)c(NC(CC(=O)c2ccccc2)C(=O)OCC(=O)c2cccs2)c1 (configuration not stated)	-8	-2	-2	9	2	0.5	1	-2
CCOc1cc(C2c3c(oc4cc(C)c(Cl)cc4c3=O)C(=O)N2Cc2ccco2)ccc1O (configuration not stated)	.	0	0	.	-1	.	6	-10
O=C(Nc1ccc(NC(=O)c2ccco2)nc1)c1cccnc1	.	-1	-1	.	-33	.	3	-8
O=C(/C=C/c1ccc2c(c1)OCCO2)N1CCN(c2ccc(F)cc2)CC1	-6	0	-11	-2	-4	9.6	-3	-2
CC(C)N1C(=O)CCC1C(=O)N1CCN(c2ccc(F)cc2)CC1 (configuration not stated)	-16	0	-3	-2	-2	2.8	-1	-3
O=c1[nH]cnc2sc3c(c12)CCCCC3	-12	.	-7	7	10	0.4	.	.
COc1cccc(-c2ccc([C@@H]3[C@H]4CNCC(=O)N4[C@H]3CO)cc2)c1	-14	.	.	0	-4	0.1	.	.
CCN1CCc2nc(NC(=O)c3ccccc3)sc2C1	.	-4	10	.	.	.	-4	2
CCOc1ccc(C(CC(=O)O)NC(=O)c2ccco2)cc1OC (configuration not stated)	-3	0	.	1	.	.	-16	-10
O=C(CCCC(=O)N1CCCc2ccccc21)N1CCCc2ccccc21	.	2	2	.	1	.	-3	4
CC1=C(C(=O)OCc2ccccc2)C(c2ccccc2Br)NC(=O)N1 (configuration not stated)	-9	-2	-5	-4	-9	.	0	5
Cc1cc(Cl)ccc1OCCCC(=O)N1CCCCC1	.	-3	-8	.	3	.	-1	-5
CCCC#Cc1ccc2c(c1)O[C@H](CN(C)Cc1ccccn1)[C@@H](C)CN([C@@H](C)CO)S2(=O)=O	7	3	20[16.7 µM]	4	-18	-0.1	0	4
CCN(C(=O)CSc1nnc(-c2ccco2)n1Cc1ccccc1)C1CCS(=O)(=O)C1 (configuration not stated)	-3	-1	.	-1	.	-0.4	-4	-5
COc1nccc(C(F)(F)F)c1C(=O)NC(=O)Nc1c(C)cccc1C	-17	3	0	.	.	.	-6	-1
COCC#Cc1ccc2c(c1)O[C@H](CN(C)C(=O)NC(C)C)[C@H](C)CN([C@@H](C)CO)S2(=O)=O	2	66	-14[16.7 µM]	1	-2	-0.1	-2	1
O=C(c1ccccc1[N+](=O)[O-])N1CCN(Cc2ccc3c(c2)OCO3)CC1	.	3	-4	.	-12	.	1	4
Cc1ccc(-c2cc3ccccc3nc2N2CCOCC2)cc1	-1	.	3	8	-12	.	.	.
COc1ccc(C(C)=O)cc1CS(=O)(=O)CC(=O)O	-6	.	.	1	-9	0.1	.	.
O=C(COc1ccc(Cl)cc1Cl)Nc1ccc2nc3n(c(=O)c2c1)CCCC3	.	-1	-4	.	-10	.	6	6
CCOc1ccccc1CN1CCC(n2nccc2NC(=O)CCCc2ccccc2)CC1	-71	3	.	-1	.	0.7	-2	-13
CC(C)(C)OC(=O)N1CCN(C(=O)[C@H](Cc2ccc(O)cc2)n2cc(CCO)nn2)CC1	-14	4	-5	1	1	0.0	-12	-4
CO[C@H]1CN(C)C(=O)c2cc(NS(=O)(=O)Cc3ccccc3)ccc2OC[C@@H](C)NC[C@@H]1C	-7	-1	.	.	19	0.1	3	2
C[C@H]1CN([C@@H](C)CO)C(=O)c2cc(NC(=O)C3CCCCC3)ccc2O[C@@H]1CN(C)Cc1ccc(C(=O)O)cc1	4	-1	-1[16.7 µM]	0	-1	.	1	1

# A draw from above in order of length of the SMILES, lowest first.
compound	RAD52 inh	Cneo AK release	miR-122 sensor	ERAP1 HTS inh	PGC1a acetyl inh	E-sel inducer	PglD inh	RAD54 inh
Cc1cc(Cl)ccc1OCCCC(=O)N1CCCCC1	.	-3	-8	.	3	.	-1	-5
O=C(Nc1ccc(NC(=O)c2ccco2)nc1)c1cccnc1	.	-1	-1	.	-33	.	3	-8
COc1nccc(C(F)(F)F)c1C(=O)NC(=O)Nc1c(C)cccc1C	-17	3	0	.	.	.	-6	-1
CCOc1ccccc1CN1CCC(n2nccc2NC(=O)CCCc2ccccc2)CC1	-71	3	.	-1	.	0.7	-2	-13
O=C(c1ccccc1[N+](=O)[O-])N1CCN(Cc2ccc3c(c2)OCO3)CC1	.	3	-4	.	-12	.	1	4
CC(C)(C)OC(=O)N1CCN(C(=O)[C@H](Cc2ccc(O)cc2)n2cc(CCO)nn2)CC1	-14	4	-5	1	1	0.0	-12	-4

# (next part)
compound	RAD52 inh	Cneo AK release	miR-122 sensor	ERAP1 HTS inh	PGC1a acetyl inh	E-sel inducer	PglD inh	RAD54 inh
CCN(Cc1ccccc1)C(=O)CCS(=O)(=O)c1ccc2c(c1)CCN2C(C)=O	-13	1	-3	-1	-5	0.9	0	-10
COc1ccc(NC(=O)NC2CCCc3ccccc32)c(OC)c1 (configuration not stated)	-22	1	-6	1	.	.	1	4
O=C(COC(=O)C1CCC1)NCc1ccccc1Cl	.	1	1	.	6	.	-4	3
CCCNC(=O)CN(C)CC(=O)Nc1ccccc1C#N	-8	.	.	-1	4	5.9	.	.
Cc1cccc(C(=O)NCC(=O)OCC(=O)N2CC3(C)CC2CC(C)(C)C3)c1 (configuration not stated)	-4	.	1	2	.	-0.1	.	.
CC(C)(C)c1cc[n+](-c2[nH]c(=O)sc2/C=N/NC([S-])=Nc2ccccc2)cc1	-484	1	2	1	18	2.1	21*	-191
COc1ccc(OC)c(C2CC(c3c(-c4ccccc4)c4cc(Cl)ccc4[nH]c3=O)=NN2S(C)(=O)=O)c1 (configuration not stated)	.	0	-4	.	-17	.	-8	-3
COc1ccc(CN2CC(C(=O)NCCN3CCN(c4ccccc4F)CC3)CC2=O)cc1 (configuration not stated)	.	-1	-1	.	-6	.	7	-12
OCCNCCOc1ccc(Cl)c(Cl)c1	-2	6	-7	3	.	.	0	-2
CSc1nc2ccsc2c(=O)n1-c1ccccc1	-4	-3	3	0	16	.	5	2
O=C(C[C@H]1C=C[C@@H](NC(=O)C2CC2)[C@H](CO)O1)NCc1ccccc1Cl	-4	-4	1[16.7 µM]	-1	-1	-0.1	3	-3
C=CCc1cc2c(oc(=O)c3ccccc32)c(C)c1O	-25	2	3	1	9	0.0	10	4
Cc1ccc(NC(=O)NCCN2CCCCC2)cc1	-1	-2	1	-2	-1	.	-127	3
CCOC(=O)C1=CCC2C(=O)N(C)C(=O)C12 (configuration not stated)	-5	-1	3	0	5	0.0	7	-5
Cc1ccsc1/C=N/NC(=O)c1c[nH]c2ccccc12	.	0	12	.	2	.	1	1
CCCNC(=O)CN(C)S(=O)(=O)c1c(C)cc(C)cc1C	.	0	-1	.	-2	.	-2	11
Cn1cnnc1SCC(C)(C)NS(=O)(=O)c1ccc(Cl)cc1	-4	3	1	0	-14	.	29*	-9
Cn1c(=O)[nH]c(=O)c2c1nc(NN)n2CCOc1ccccc1	-7	3	0	4	12	.	-2	-10
CC(=O)c1ccc(N(C(=O)Cn2nnc(-c3ccccc3)n2)C(C(=O)NC2CCCCC2)c2ccccn2)cc1 (configuration not stated)	.	-4	2	.	-6	.	6	-1
CCCN(C)C[C@H]1OCCCC[C@@H](C)Oc2ccc(NC(=O)Nc3ccc(OC)cc3)cc2C(=O)N([C@@H](C)CO)C[C@H]1C	53*	0	0[16.7 µM]	2	7	0.1	1	-3
O=C(Nc1ccc(C(F)(F)F)cc1)N1[C@@H]2CNC[C@H]1C2c1ccc(/C=C/c2ccccc2)cc1 (some centres not stated)	-26&26	.	.	-5&2	9&-6	-0.3&1.1	.	.
C[C@H]1CN([C@@H](C)CO)S(=O)(=O)c2ccc(C3=CCCCC3)cc2O[C@H]1CN(C)C(=O)Cc1ccncc1	10	-11	-8[16.7 µM]	1	2	0.5	0	5
Cc1cccc(NC(=O)c2cc(NC(=O)C3CCCCC3C(=O)O)ccc2N2CCOCC2)c1 (configuration not stated)	-11	-1	9	3	7	-0.2	-3	0
CCC(C(=O)NC1CCCC1)N(C(=O)Cn1nnc(-c2ccc(C)o2)n1)c1cnc2ccccc2c1 (configuration not stated)	.	1	-13	.	-3	.	4	-3
Cc1ccc(NCc2nc3ccccc3n2C)cc1	.	-11	9	.	7	.	-10	1

# Following part.
compound	RAD52 inh	Cneo AK release	miR-122 sensor	ERAP1 HTS inh	PGC1a acetyl inh	E-sel inducer	PglD inh	RAD54 inh
CN(C)CC(=O)N[C@H]1CC[C@H](CCNC(=O)C2CCCCC2)O[C@H]1CO	-1	-2	.	4	-5	-0.4	0	-1
COCCCC1CCN(C(=O)c2cc(COc3cc(C)ccc3C)on2)CC1	-6	2	-7	2	-7	.	-5	-5
Cc1nc(SCC(=O)Nc2ccccc2Cl)c2c(C)c(C)sc2n1	-17	2	-6	-1	3	.	-4	8
CCOc1cc(C(=O)Nc2ccncc2)cc(OCC)c1OCC	-6	.	.	-5	-4	1.7	.	.
COc1ccccc1-c1nnc(N(C)C(=O)C2CCCO2)s1 (configuration not stated)	.	1	9	.	0	.	0	1
C[C@H](CO)N1C[C@H](C)[C@H](CN(C)S(=O)(=O)c2ccc(Cl)cc2)Oc2ccc(NS(=O)(=O)c3cccs3)cc2CC1=O	13	-1	1[16.7 µM]	4	5	-0.4	3	3
O=C(CCNC(=O)c1ccc([N+](=O)[O-])cc1)NC1CCCCC1	0	-1	-3	0	-2	0.1	3	10
CC1(C(=O)Nc2ccc3c(c2)OCO3)Cc2c(-c3ccccc3)ccnc2O1 (configuration not stated)	2	-1	.	-1	.	0.1	3	7
COc1cc(/C=C/C(=O)N2CCCc3ccccc32)cc(OC)c1OC	-13	1	0	0	3	0.1	4	2
C[C@@H]1CN([C@@H](C)CO)S(=O)(=O)c2ccc(C#Cc3ccccn3)cc2O[C@@H]1CN(C)Cc1ccc(F)cc1	-106	-1	6[16.7 µM]	4	-7	0.0	-6	5
CCCOC(=O)C1=C(C)NC2=C(C(=O)CCC2)C1c1cc(OC)ccc1OC (configuration not stated)	.	-4	1	.	-3	.	1	-14
Clc1ccc2nc(SCc3nnc(-c4ccccc4)o3)[nH]c2c1	.	1	90	.	.	.	1	-16
CCOC(=O)C1CCN(C(=O)c2ccc3c(c2)OCCO3)CC1	-5	-2	.	1	.	4.5	-3	-18
CCC1(C)Cc2c(sc3nnn(CC(=O)Nc4ccccc4)c(=O)c23)CO1 (configuration not stated)	-20	0	0	2	0	.	-2	7
COc1ccccc1NC(=O)NC1(C(=O)N2CCCCC2)CCCCC1	-9	-1	-4	-1	-22	0.0	-3	6
CCc1ccc(Nc2ncc3c(n2)CC(c2ccc(OC)cc2)CC3=O)cc1 (configuration not stated)	.	0	-23	.	-11	.	-10	3
